Source: PubChem
UBC9 SUMO inh: inhibitors of in vitro SUMOylation cascade, primary screen, biochemical, HTRF, uHTS; SUMO-conjugating enzyme UBC9 (Homo sapiens), P63279; inhibition, % at 35 µM; HTRF SUMOylation assay, SAE1/SAE2 + UBC9; 0.36% of 290,000 active; in the data active means inhibition above about 50%, passing the limit was not always enough; further: strong numbers were not always called active
Target sequence (P63279 whole entry, looked up): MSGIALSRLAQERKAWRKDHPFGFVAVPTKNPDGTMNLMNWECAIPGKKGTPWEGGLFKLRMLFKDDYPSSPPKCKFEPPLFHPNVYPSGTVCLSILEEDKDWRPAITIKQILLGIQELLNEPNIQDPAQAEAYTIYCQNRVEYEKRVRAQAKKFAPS
MEKK2mut PB1 HTS: MEK5 binding signal on mutant MEKK2 PB1, primary screen, biochemical, multiplex bead flow cytometry, Alexa488-MEK5 | Alexa488-MEK5 binding to MEKK2 mutant | percent response, % at 10 µM | 0.35% of 290,000 active | AID 1530, 2009; in the data active means percent response above about 24%, passing the limit was not always enough; further: inactives centre near 1; some results filed as inactive read as strong as hits; reference of the scale not given here
NALP1 yeast inh: NALP1 inflammasome inhibitors in reconstituted yeast, colorimetric, S. cerevisiae, triplicate retest; S. cerevisiae NALP1/ASC/caspase-1 growth, X-gal OD620, 72 h; inhibition, % at 10 µM; 0.61% of 280,000 active; in the data active means inhibition mostly above about 24%, no sharp cut-off; inactive means mostly below about 32%; further: some compounds called inactive have numbers as strong as hits
MEKK2wt PB1 HTS: modulators of MEK5 binding to wildtype MEKK2, primary screen, biochemical, multiplex bead flow cytometry, Alexa488-MEK5; Mitogen-activated protein kinase kinase kinase 2 (Homo sapiens), Q9Y2U5; Alexa488-MEK5 binding to MEKK2 WT; actives lie on both sides; binding response (% of control), % at 10 µM; 1.1% of 290,000 active; AID 1531, 2009; in the data active means binding response below about 67% or above about 130%
The depositor's hits bear a star; nt = no result given. This is a subset (hit frequency here may not be typical).

The line under a structure holds: UBC9 SUMO inh	MEKK2mut PB1 HTS	NALP1 yeast inh	MEKK2wt PB1 HTS
> COc1ccc(C(CN(C)C)C2(O)CCCCC2)cc1 (stereo not given)
  nt	nt	nt	96
> COC(=O)C1=C(c2ccc(S(C)(=O)=O)cc2)C[C@@H]2CC[C@H]1N2C(=O)NC(C)C
  nt	3	nt	105
> COC(=O)C1=C(c2ccc(S(C)(=O)=O)cc2)C[C@@H]2CC[C@H]1N2C(=O)NCCNC(C)=O
  nt	1	nt	104
> COc1ccc(CCN)cc1O
  nt	4	nt	109
> COC(=O)C1=C(c2cccc(OC)c2OC)C[C@@H]2CC[C@H]1N2C(=O)NCc1cccc2ccccc12
  nt	0	nt	99
> C/C(=N\NC(=O)c1ccncc1)c1c(O)[nH]c(=O)[nH]c1=O
  nt	1	nt	103
> COC(=O)C1=C(c2ccc(S(C)(=O)=O)cc2)C[C@@H]2CC[C@H]1N2C(=O)N1CCCCC1
  nt	3	nt	108
> COC(=O)C1=C(c2cccc(OC)c2OC)C[C@@H]2CC[C@H]1N2C(=O)NCCCOC(C)C
  nt	3	nt	99
> COC(=O)C1=C(c2cc3ccccc3o2)C[C@@H]2CC[C@H]1N2C(=O)NCc1ccc(C(F)(F)F)cc1
  nt	1	nt	114
> COC(=O)C1=C(c2cc3ccccc3s2)C[C@@H]2CC[C@H]1N2C(=O)NCCO
  nt	3	nt	114
> COC(=O)CC(=O)c1ccc2c(c1)OCO2
  nt	0	nt	98
> S=C(NC1CCCCC1)N1CCC(c2cnc[nH]2)CC1
  nt	2	nt	111
> CN1CCN(c2ccc3c(c2)S(=O)(=O)c2ccccc2C3=O)CC1
  nt	-5	nt	96
> COC(=O)C1=C(c2cccc(OC)c2OC)C[C@@H]2CC[C@H]1N2C(=O)NCCNC(C)=O
  nt	0	nt	100
> CCCN(CCC)C1CCc2cccc(O)c2C1 (stereo not given)
  nt	-1	nt	95
> NCCc1ccccn1
  nt	3	nt	106
> CC[C@H]1CC2CN3CCc4c([nH]c5ccccc45)C(C(=O)OC)(C2)C13 (stereo not given in full)
  nt	2	nt	102
> CCCNC(=O)N1[C@H]2CC[C@@H]1C(C(=O)OC)=C(c1ccccc1)C2
  nt	5	nt	105
> CCN1C[C@]2(COC)CC[C@H](OC)[C@@]34C5C[C@H]6C(=O)C5[C@](O)(C[C@H]6OC)[C@@](O)(C(OC)C23)[C@@H]14 (stereo not given in full)
  nt	4	nt	104
> CCCN(CCC)C1Cc2cc(OC)c(OC)cc2C1
  nt	2	nt	107
> COC[C@]12CN(C)C3C4[C@H](OC)[C@H]1C3([C@@H](OC)C[C@H]2O)[C@@H]1C[C@@]2(O)[C@H](OC(=O)c3ccccc3)[C@@H]1[C@]4(OC(C)=O)[C@@H](O)[C@@H]2OC
  nt	6	nt	116
> Cc1ccc(-c2nc3ccc(C)cn3c2CC(=O)N(C)C)cc1
  nt	-1	nt	98
> COc1cc(C(O)CNC(C)C)cc(F)c1OC (stereo not given)
  nt	-2	nt	99
> COC(=O)C1=C(c2ccc(S(C)(=O)=O)cc2)C[C@@H]2CC[C@H]1N2C(=O)NCc1cccc2ccccc12
  nt	5	nt	110
> COC(=O)C1=C(c2cc3ccccc3s2)C[C@@H]2CC[C@H]1N2C(=O)NCc1ccc(C(F)(F)F)cc1
  nt	6	nt	118
> COC(=O)C1=C(c2ccccc2)C[C@@H]2CC[C@H]1N2C(=O)NCCNC(C)=O
  nt	8	nt	105
> COC(=O)C1=C(c2cccc(OC)c2OC)C[C@@H]2CC[C@H]1N2C(=O)N1CCCC1
  nt	0	nt	95
> CC1(C)NC(=O)[C@H]2CCCN21
  nt	4	nt	106
> COc1ccc(C(O)CNC(C)C)c(F)c1OC (stereo not given)
  nt	2	nt	99
> C=C1[C@H]2C[C@H]3[C@H]4N5C[C@]6(C)CCC[C@]47[C@H]([C@H]2O)[C@]3(C[C@]5(O)[C@H]67)[C@@H]1O
  nt	2	nt	98

Structures shown so far that contain nitrogen in an aromatic ring, in the order listed:
The line under a structure holds: UBC9 SUMO inh	MEKK2mut PB1 HTS	NALP1 yeast inh	MEKK2wt PB1 HTS
> C/C(=N\NC(=O)c1ccncc1)c1c(O)[nH]c(=O)[nH]c1=O
  nt	1	nt	103
> S=C(NC1CCCCC1)N1CCC(c2cnc[nH]2)CC1
  nt	2	nt	111
> NCCc1ccccn1
  nt	3	nt	106
> CC[C@H]1CC2CN3CCc4c([nH]c5ccccc45)C(C(=O)OC)(C2)C13 (stereo not given in full)
  nt	2	nt	102
> Cc1ccc(-c2nc3ccc(C)cn3c2CC(=O)N(C)C)cc1
  nt	-1	nt	98

Later entries
The line under a structure holds: UBC9 SUMO inh	MEKK2mut PB1 HTS	NALP1 yeast inh	MEKK2wt PB1 HTS
> Oc1cc(Cl)ccc1Oc1ccc(Cl)cc1Cl
  nt	1	nt	107
> CNCC(O)c1cc(OCc2ccccc2)c(OCc2ccccc2)cc1F (stereo not given)
  nt	17	nt	138*
> COC(=O)C1=C(c2ccc(S(C)(=O)=O)cc2)C[C@@H]2CC[C@H]1N2C(=O)N1CCCC1
  nt	2	nt	105
> Clc1ccc(CO/N=C(\Cn2ccnc2)c2ccc(Cl)cc2Cl)c(Cl)c1
  nt	6	nt	121
> CCN1C[C@]2(CO)CC[C@H](OC)[C@@]34C5C[C@H]6[C@H](OC)C5[C@](O)(C[C@H]6OC)[C@@H](C(OC)C23)[C@@H]14 (stereo not given in full)
  nt	0	nt	106
> O=C(O)c1cc(Oc2ccc(C(F)(F)F)cc2Cl)ccc1[N+](=O)[O-]
  nt	2	nt	109
> CC(C)c1cccc(C(C)C)c1O
  nt	4	nt	110
> COC(=O)C1=C(c2cc3ccccc3s2)C[C@@H]2CC[C@H]1N2C(=O)N1CCCC1
  nt	5	nt	104
> CC[C@@H](CO)C1CC2NC3CC4(c5ccccc5N(C)[C@@H]24)C(O)C31 (stereo not given in full)
  nt	1	nt	109
> COC(=O)C1=C(c2ccc(S(C)(=O)=O)cc2)C[C@@H]2CC[C@H]1N2C(=O)N1CCOCC1
  nt	0	nt	102
> C=CCN1CCC2(C)c3cc(O)ccc3CC1C2C (stereo not given)
  nt	5	nt	121
> Cc1nnc2ccc(-c3cccc(C(F)(F)F)c3)nn12
  nt	2	nt	105
> CCOC(=O)c1ccccc1NC(=O)c1c(O)[nH]c(=S)[nH]c1=O
  nt	3	nt	105
> CCCNC(=O)N1[C@H]2CC[C@@H]1C(C(=O)OC)=C(c1cc3ccccc3o1)C2
  nt	4	nt	104
> COC(=O)C1=C(c2ccccc2)C[C@@H]2CC[C@H]1N2C(=O)NCc1ccc(C(F)(F)F)cc1
  nt	0	nt	101
> CC(=O)N(C)CC#CCN1CCCC(CO)C1 (stereo not given)
  nt	-5	nt	93
> CCCCn1c(=O)c(C(=O)Nc2nc3ccccc3[nH]2)c(O)c2ccccc21
  24	nt	8	nt
> CCCCCCNC(=O)N[C@@H](Cc1ccc(O)cc1)C(=O)NCCC[C@H]1CN2C(=NC[C@H]2C)N1CC1CCC1
  -20	-2	nt	100
> C=C(COC(=O)CCC(=O)O)CC1CC(O)[C@]2(C)OC3CC4OC5C[C@]6(C)O[C@]7(C)CCC8OC9C[C@]%10(C)OC%11C(C)=CC(=O)OC%11CC%10OC9C[C@@H](C)C8OC7CC6O[C@]5(C)C/C=C\C4OC3CC2O1 (stereo not given in full)
  -3	2	nt	86

A draw from above in order of heavy-atom count, low to high.
The line under a structure holds: UBC9 SUMO inh	MEKK2mut PB1 HTS	NALP1 yeast inh	MEKK2wt PB1 HTS
> CC(=O)N(C)CC#CCN1CCCC(CO)C1 (stereo not given)
  nt	-5	nt	93
> CCCNC(=O)N1[C@H]2CC[C@@H]1C(C(=O)OC)=C(c1cc3ccccc3o1)C2
  nt	4	nt	104
> COC(=O)C1=C(c2ccccc2)C[C@@H]2CC[C@H]1N2C(=O)NCc1ccc(C(F)(F)F)cc1
  nt	0	nt	101
